Screening results (PubChem)
HCMV antiviral: blocks human cytomegalovirus replication; activity change, negative = inhibition, % at 57.5 µM; HFF cells, HCMV-luciferase reporter, 72 h; hits give low values; 410,000 compounds, 4.5% hits; in the data active = activity change below about -60%; inconclusive = no clear call, values can overlap the other calls; inactive = above about -39%
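Two compound doses tested in HFFs infected with HCMV-luciferase, MOI 1 PFU/cell, 72 h at 37C. Lysate luminescence read with OneGlo; data normalized against buffer-only and 10uM Salinomycin inhibitor controls.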
TbPYK inhibitor: T. brucei pyruvate kinase inhibition | Potency, µM (top dose mostly 76.8 µM), for the others: top-dose activity, negative = inhibition, most hits filed as inhibitors | 410,000 compounds, 0.12% hits | TbPYK enzyme, Kinase-Glo Plus ATP luminescence, 45 min | AID 624173; also: potency is read from the fitted curve at half-maximal effect; nearly all actives have a fitted effect of over 50% in size
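TbPYK + substrate in 50 mM TEA pH 7.2, 100 mM KCl, 10 mM MgCl2, 0.05% BSA, 0.01% Tween-20; cpd pinned; ADP 130 uM final; 45 min RT; Kinase-Glo Plus 10 min; luminescence endpoint.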
AMA1-RON2 inh: disrupts binding of P. falciparum AMA1 to RON2 | Potency, µM (top dose mostly 58.2 µM), inactives show top-dose activity change, negative = inhibition, actives largely listed as inhibitors | AlphaScreen AMA1-biotinylated RON2 peptide binding | AID 720542 | 360,000 compounds, 0.2% hits;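 also: potency is read from the fitted curve at half-maximal effect; 0% = vehicle wells and -100% = peptide control; nearly all actives have a fitted effect of over 45% in size; some results filed as inactive show a strong effect at the top dose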
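AMA1 (3D7) with his tag at 25 nM final met compounds first, then biotinylated RON2 peptide at 25 nM; detection used donor plus acceptor beads, 10 µg/mL apiece, read by AlphaScreen after 30 min at room temperature.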
AmpC inh detg: AmpC beta-lactamase inhibition with detergent present | 370,000 compounds, 0.041% hits | AID 485294 | Potency, µM (doses to about 114 µM), without a hit: top-dose activity change, negative = inhibition, most hits filed as inhibitors | AmpC hydrolysis of nitrocefin, absorbance 480 nm, 0.01% Triton | P00811;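 also: potency is read from the fitted curve at half-maximal effect; 0% = no-compound wells and -100% = no-enzyme wells; nearly all actives have a fitted effect of over 25% in size; some results filed as inactive show a strong effect at the top dose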
Target sequence (P00811 whole entry, looked up): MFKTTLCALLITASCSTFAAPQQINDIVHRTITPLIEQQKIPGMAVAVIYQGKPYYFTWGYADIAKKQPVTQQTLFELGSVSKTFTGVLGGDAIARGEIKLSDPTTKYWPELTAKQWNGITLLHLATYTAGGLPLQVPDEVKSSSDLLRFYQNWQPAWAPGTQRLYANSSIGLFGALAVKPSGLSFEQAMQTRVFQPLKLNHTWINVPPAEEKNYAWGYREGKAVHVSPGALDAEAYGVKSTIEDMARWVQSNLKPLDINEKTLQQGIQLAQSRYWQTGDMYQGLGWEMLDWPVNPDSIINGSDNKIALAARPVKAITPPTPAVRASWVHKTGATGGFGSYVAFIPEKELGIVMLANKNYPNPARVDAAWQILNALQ
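20 mM phosphate pH 7.0 + 0.01% (detergent screen) or 0.0001% Triton X-100; 5.3 nM AmpC reagent; cpd preinc 15 min RT; nitrocefin (800 uM stock) to start; A480 q20 s × 4 min; Activity was normalised to no-enzyme and no-compound control wells.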
Sm TGR inh: inhibitors of Schistosoma mansoni thioredoxin glutathione reductase | Q962Y6 | purified TGR, DTNB reduction, TNB absorbance 405 nm | Potency, µM (top dose mostly 114 µM), inactives show top-dose activity change, negative = inhibition, hits mostly inhibitors | 360,000 compounds, 3% hits; also: potency is read from the fitted curve at half-maximal effect; nearly all actives have a fitted effect of over 60% in size
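TGR 20 nM + NADPH 100 uM (dispensed conc.), cpd preinc 15 min RT; start with NADPH (500 uM addition) then DTNB (15 mM addition). Kinetic TNB absorbance, 405 nm filter. Four-parameter Hill fit across titration.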
AmpC inh no detg: inhibitors of E. coli AmpC beta-lactamase without detergent; Potency, µM (doses to about 57.1 µM), without a hit: at the highest dose activity change, negative = inhibition, most hits filed as inhibitors; P00811; AmpC nitrocefin hydrolysis, absorbance 480 nm, 0.0001% Triton; AID 485341; 330,000 compounds, 0.52% hits;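 also: potency is read from the fitted curve at half-maximal effect; plate controls were no compound for no effect and no enzyme for full effect; nearly all actives have a fitted effect of over 20% in size; some results filed as inactive show a strong effect at the top dose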
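20 mM phosphate pH 7.0 + 0.01% (detergent screen) or 0.0001% Triton X-100; 5.3 nM AmpC reagent; cpd preinc 15 min RT; nitrocefin (800 uM stock) to start; A480 q20 s × 4 min; Activity was normalised to no-enzyme and no-compound control wells.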
LmPK inh: LmPK (Leishmania mexicana) enzyme inhibition | Q27686 | purified LmPK, Kinase-Glo ATP luminescence, 1 h | Potency, µM (top dose mostly 57.5 µM), without a hit: at the top dose activity change, negative = inhibition, usual class: inhibitors | 290,000 compounds, 0.37% hits | AID 1721; also: potency is read from the fitted curve at half-maximal effect
Target sequence (Q27686 whole entry, looked up): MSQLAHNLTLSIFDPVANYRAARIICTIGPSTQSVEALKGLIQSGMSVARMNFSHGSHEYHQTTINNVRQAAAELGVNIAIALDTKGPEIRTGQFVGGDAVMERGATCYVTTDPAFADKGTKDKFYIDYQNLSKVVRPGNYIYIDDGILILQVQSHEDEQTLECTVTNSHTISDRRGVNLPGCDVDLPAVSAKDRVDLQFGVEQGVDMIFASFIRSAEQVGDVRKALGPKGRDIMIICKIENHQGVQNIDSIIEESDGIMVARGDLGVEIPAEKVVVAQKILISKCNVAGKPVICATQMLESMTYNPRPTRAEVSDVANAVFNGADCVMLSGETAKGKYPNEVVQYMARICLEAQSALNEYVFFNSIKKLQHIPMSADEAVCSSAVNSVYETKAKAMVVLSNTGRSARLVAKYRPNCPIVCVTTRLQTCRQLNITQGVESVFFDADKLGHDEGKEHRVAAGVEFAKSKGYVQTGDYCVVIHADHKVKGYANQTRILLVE
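ATP generated from ADP (0.1 mM) and PEP (0.5 mM) by 0.1 nM LmPK over 1 h at room temperature (pH 7.2 imidazole buffer) was detected by coupled luciferase luminescence. Values were normalized to uninhibited and no-enzyme wells.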
An asterisk follows results filed as active; ? = inconclusive; . = not tested or not shown; [ ] = remark or other dose. Unless noted, calls follow the shape of the dose curve; as a rule, active = well fitted curve in the direction sought with a large enough effect; inconclusive = small, poorly fitted or top-dose-only effect, or another doubt; inactive = no such curve, though single readings can be large; an effect the other way counts as inactive or inconclusive. Unless noted, % is scaled to controls: 0 for no effect and ±100 for the full control effect. Compounds as they come; any-hit rate near 7.4%.

SMILES	HCMV antiviral	TbPYK inhibitor	AMA1-RON2 inh	AmpC inh detg	Sm TGR inh	AmpC inh no detg	LmPK inh
Cc1ccc(Cn2nnnc2CN2CCC(n3nnc4ccccc43)CC2)cc1	-27	-12%	-4%	-17%	0%	68%[activator]	-2%
COc1ccc(C(C#N)=C2C=CC(=NO)C=C2)cc1	-24	-15%	16µM*	1%	-4%	-28%	-4%
O=c1c2ccccc2nc(SCc2cc(F)ccc2F)n1C1CCCC1	-29	-3%	0%	-10%	2%	-13%	5%
O=C1CCCC2=C1C(c1ccccn1)Nc1ccc(C(=O)c3ccccc3)cc1N2 (stereo unspecified)	-17	-15%	14%	5%	3%	-7%	2%
Cc1ccnc(NS(=O)(=O)c2cc([N+](=O)[O-])ccc2C)c1	-28	-1%	8%	7%	0%	-16%	-6%
O=C(O)C1(c2ccccc2)CCN(S(=O)(=O)c2cccc(Cl)c2)CC1	-32	7%	1%	-5%	2%	-22%	-5%
Cc1ccsc1C(=O)OC(C)C(=O)NC1CCCCC1C (stereo unspecified)	-1	4%	-12%	?	-6%	-12%	.
C[C@H]1CN([C@@H](C)CO)C(=O)CCCn2nncc2CO[C@@H]1CN(C)C(=O)c1ccc(N2CCN(C)CC2)cc1	4	-16%	-4%	.	.	.	.
COc1cccc(CN2C(=O)c3ccccc3Sc3ccc(C(=O)OCc4ccco4)cc32)c1	11	0%	.	0%	-11%	.	.
CC(=O)Nc1ccc(S(=O)(=O)NCC2CCC(C(=O)NCCN(CC(C)C)CC(C)C)CC2)cc1 (stereo unspecified)	3	0%	.	-5%	16%	.	.
CC(C)(C)NC(=O)CN(CC1CCCO1)C(=O)CNS(=O)(=O)c1ccc(F)cc1 (stereo unspecified)	-3	0%	11%	0%	-1%	16%	1%
COc1ccc2cc(C3OCCO3)c(Cl)nc2c1	141	-2%	7%	4%	15%	0%	-14%
COCCCn1c(SCC(=O)NC2CCCCC2)nnc1-c1ccco1	-18	-8%	3%	?	-27%	-22%	0%
CCCc1ccc(C(C)NC(=S)NCc2ccc(F)cc2)cc1 (stereo unspecified)	-27	2%	12%	1%	?	-25%	-6%
COc1ccc(Nc2nc(-c3cccs3)cs2)c(OC)c1	156	.	-15%	?	3%	-29%	-1%
CCn1ncc(C2=NOC(C(=O)Nc3ccccc3C(=O)OC)C2)c1C (stereo unspecified)	-26	-3%	-3%	-10%	-7%	59%	0%
CCN(C(=O)CN1CCN(S(=O)(=O)c2cc(Cl)ccc2Cl)CC1)c1c(N)n(Cc2ccccc2)c(=O)[nH]c1=O	12	0%	-3%	-8%	5%	231%[activator]	1%
Cc1ccc(N2CC(C(=O)N3CCC(C(=O)Nc4nnc(C(C)(C)C)s4)CC3)CC2=O)cc1 (stereo unspecified)	-3	2%	1%	-2%	-5%	47%[activator]	-3%
Cc1c(Cl)ccc2sc(N3CCN(C(=O)C4=COCCO4)CC3)nc12	?	2%	1%	13%	-3%	138%[activator]	.
COc1cc(/C=C/C(=O)c2ccc(NS(=O)(=O)c3ccc(C)cc3)cc2)ccc1OC(F)F	-71*	-8%	4%[2.32 µM]	8%	7%	-57%	1%
O=C(COC(=O)COc1ccc(Br)cc1)NCCC1=CCCCC1	-12	8%	2%	2%	5%	-4%	1%
CCCNC(=O)c1cc(C2CCCCN2C(=O)OCC(C)C)on1 (stereo unspecified)	-15	4%	11%	.	.	.	.
CC(=O)Nc1nonc1-c1ccccc1	-9	-6%	9%	?	-2%	-7%	-3%
CN(CC(=O)NC(=O)NCc1ccco1)Cc1nc2ccccc2c(=O)[nH]1	-13	0%	33%[activator]	-13%	?	-10%	2%
Cc1oc2c(cc(NS(=O)(=O)c3ccc(F)cc3)c3ccccc32)c1C(=O)OCc1ccccc1	30	-9%	.	5%	-10%	.	.
CC(=O)c1c(C)[nH]c(C(=O)COC(=O)c2cccnc2Cl)c1C	-25	-2%	-15%	4%	3%	-28%	.
CC1CCc2c(sc3nc(CN4CCOCC4)nc(NS(=O)(=O)c4cccc([N+](=O)[O-])c4)c23)C1 (stereo unspecified)	-15	1%	38%[activator]	2%	-11%	142%[activator]	0%
COc1ccc(S(=O)(=O)Nc2ccccc2N2CCOCC2)cc1[N+](=O)[O-]	-27	-5%	3%	-1%	-20%	24%	6%
Cc1ccc(-c2n[nH]c(=S)n2/N=C/c2ccc(C(=O)O)cc2)cc1	-8	?	76%[activator]	?	4%	-26%	-16%
CCCCC(NS(=O)(=O)c1ccc(OC)cc1)C(=O)O (stereo unspecified)	-22	-16%	-1%	-2%	2%	-21%	1%
Cc1c(C(=O)NCc2ccco2)oc2c(F)cccc12	63	-8%	-2%	?	-9%	-29%	.
C=CCn1c(-c2cc(Cl)ccc2OC)n[nH]c1=S	-17	?	13%	-1%	5%	-14%	13µM*
Cc1ccc(-c2nnc(Nc3ccc(O)cc3)c3ccccc23)cc1S(=O)(=O)NCCO	-38	4%	0%	-7%	-3%	-7%	-3%
CCN(CC)S(=O)(=O)c1ccc(NC(=O)c2ccc(N(C)S(C)(=O)=O)cc2)cc1	-67*	-1%	12%	0%	-2%	-14%	3%
CCOc1ccc(NC(=O)C(=O)NCCc2csc3nc(-c4ccccc4F)nn23)cc1	19	-3%	.	?	-1%	.	.
CCCCCCNC(=O)CC(NS(=O)(=O)c1ccc(NC(C)=O)cc1)C(C)C (stereo unspecified)	9	-6%	31%	3%	-7%	-6%	-1%
Cc1ccc(N2C(=O)C3C(C2=O)N2CCCN2C3c2ccccc2)cc1C (stereo unspecified)	-18	-4%	-2%	-1%	.	-13%	0%
COc1ccc(N2C(=O)N(Cc3ccc(C)cc3)c3ccccc3S2(=O)=O)cc1	-19	0%	1%	-8%	-1%	-17%	10%
COc1cccc(-n2c(CN3CCN(c4cccc(C)c4)C(C)C3)nc3ccc([N+](=O)[O-])cc3c2=O)c1 (stereo unspecified)	29	-1%	-23%	-5%	-9%	-19%	1%
CCn1c(-c2ccccc2)c(C(=O)CCl)c2ccccc21	-100*	0%	-5%	-6%	18µM*	-41%	0%
COc1ccc(N/N=C(/N=Nc2nc(C)cc(=O)[nH]2)c2ccccc2)cc1	-89*	-5%	7%	2%	-8%	-1%	-23%
O=C(NCCc1csc(-c2ccccc2)n1)c1ccco1	-19	-25%	2%	9%	7%	-13%	-2%
CCOc1ccc(-c2nnn(CC(=O)NCc3cccs3)n2)cc1	-20	-12%	8%	-4%	-1%	-20%	1%
Cc1cc(NC(=O)c2cccs2)no1	0	26%	7%	?	17%	-7%	-12%
CCOC(=O)CSC1=C(C#N)C(c2ccco2)C(C(=O)OCc2ccccc2)=C(C)N1 (stereo unspecified)	46	0%	3%	-12%	?	-36%	2%

The last five entries of the part above come first, to join the parts:
SMILES	HCMV antiviral	TbPYK inhibitor	AMA1-RON2 inh	AmpC inh detg	Sm TGR inh	AmpC inh no detg	LmPK inh
COc1ccc(N/N=C(/N=Nc2nc(C)cc(=O)[nH]2)c2ccccc2)cc1	-89*	-5%	7%	2%	-8%	-1%	-23%
O=C(NCCc1csc(-c2ccccc2)n1)c1ccco1	-19	-25%	2%	9%	7%	-13%	-2%
CCOc1ccc(-c2nnn(CC(=O)NCc3cccs3)n2)cc1	-20	-12%	8%	-4%	-1%	-20%	1%
Cc1cc(NC(=O)c2cccs2)no1	0	26%	7%	?	17%	-7%	-12%
CCOC(=O)CSC1=C(C#N)C(c2ccco2)C(C(=O)OCc2ccccc2)=C(C)N1 (stereo unspecified)	46	0%	3%	-12%	?	-36%	2%
O=C(N/N=C/c1cc(Br)c(O)c(Br)c1)c1cc2c(ccc3ccccc32)o1	-23	-7%	-10%	-8%	-4%	-57%	-3%
CC(=O)NCCNC(=O)c1ccc(-n2c(C)ccc2C)cc1	-25	-16%	4%	-4%	-11%	-3%	-3%
COc1ccc(/C=C/C(=O)Nc2ccc(S(=O)(=O)N3CCOCC3)cc2)c(OC)c1	?	-15%	-5%	-6%	6%	16%	.
COc1ccc(/C=N/NC(=O)Nc2ccc3nsnc3c2)c(OC)c1	?	3%	0%	-15%	.	-31%	2%
O=C1NCN(c2ccccc2)C12CCN(C(c1cc3ccccc3o1)c1nnnn1-c1ccc3c(c1)OCCO3)CC2 (stereo unspecified)	-21	-4%	-22%	.	.	.	.
Cc1cccc(C(=O)NCCc2ccccc2)c1	85	-5%	-1%	2%	2%	-20%	1%
O=C1Nc2ccccc2C(=O)N2c3ccccc3NC(=O)C12 (stereo unspecified)	16	3%	11%	.	.	.	.
Fc1ccccc1CNC(=S)Nc1cccc(C(F)(F)F)c1	-79*	-5%	41%[activator]	-10%	-22%	-32%	-2%
O=C(NCCc1ccccc1)C(=O)NCc1ccncc1	4	3%	-8%	-1%	20%	-13%	-2%
CC(OC(=O)CN1C(=O)C2C3C=CC(C4CC34)C2C1=O)C(=O)c1ccccc1 (stereo unspecified)	61	6%	-3%	0%	-17%	29%	-4%
O=C(O)CCCN(Cc1cccc(Br)c1)S(=O)(=O)c1ccc(Br)cc1	-13	0%	-9%	1%	-2%	14%	2%
CCn1cc(CN2CCCC(CO)(Cc3cccc(Cl)c3)C2)cn1 (stereo unspecified)	-35	6%	-4%	-7%	-5%	-8%	-2%
COc1ccc(C2/C=C\CN(C(=O)C3CCCC3)CC(=O)N2Cc2ccc(F)cc2)cc1 (stereo unspecified)	18	4%	48%[activator]	1%	41%	71%[activator]	0%
CC1(C)Cc2ccccc2-c2nc(NCCCO)n(-c3ccccc3)c(=O)c21	-15	0%	-5%	-13%	2%	107%[activator]	4%
OC1(C#CCN2CCCC2)c2ccccc2-c2ccccc21	32	2%	11%	-5%	28%	5%	4%
O=C(COc1ccccc1Cl)Nc1ccc2oc(-c3ccccc3F)nc2c1	4	0%	.	0%	1%	.	.
CCOC(=O)c1cnc(SC)nc1Oc1cccc(NS(=O)(=O)c2ccccc2)c1	5	-4%	12%	6%	-1%	-15%	1%
COc1cccc(CNc2nc3c(-c4ccccc4)nnn3c3ccccc23)c1	34	-6%	.	-5%	-3%	.	.
